# Bioassay records: PubChem BioAssay, several laboratories
# SKKanGAS inh: blocks kanamycin growth of S. pyogenes SKKanGAS strain. BacTiter-Glo, 6 h. inhibition, % at 7.5 µM. 1.3% of 300,000 active. AID 1662;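 active = mean replicate score, as percent of positive control median, at least 50; inconclusive = mean below 50 but one replicate at or above 50; inactive = mean and every replicate below 50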;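 note: strain carries kanamycin resistance gene driven by streptokinase promoter and grows in 40 µg/ml kanamycin; loss of luminescence reflects streptokinase promoter inhibition or plain growth inhibition; 0% = median of DMSO wells and 100% = positive control at its reference dose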
# KLF5 inh: kruppel-like factor 5 inhibition; DLD-1 KLF5 promoter-luciferase reporter, luminescence; inhibition, % at 5 µM; 0.23% of 290,000 active; AID 1700;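 active = inhibition above a per-plate limit of that plate's mean compound inhibition plus 3 SD, cut at about 60% in these data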;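 note: 0% = DMSO wells and 100% = LY294002 at 200 µM; higher means less KLF5 promoter-driven luciferase light; inactives centre near -14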
# IEC-6 cytotox: kills IEC-6 intestinal cells in KLF5 counter-screen; IEC-6 cytotoxicity, luminescence viability; inhibition, % at 5 µM; 0.78% of 290,000 active; AID 1825; in the data active = inhibition above about 22%;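 note: 0% = plate median of test compound wells and 100% = cytotoxic reference compound wells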
# HSF1 activator: increases HSF-1 driven luciferase reporter signal; NIH3T3-HGL HSF-1 luciferase reporter, MG132, 8 h; 100% = twice DMSO control signal; AID 504408; activation, % at 9 µM; 1.7% of 300,000 active;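 active = mean replicate activation of at least 50% with a set share of replicates each reaching 50%; inconclusive = only one of those two conditions met; inactive = mean below 50% and too few replicates reaching it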;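 note: 0% = median of the neutral control wells and 100% = twice that signal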
# HIF activator: HIF pathway transcriptional activation; activation, % at 7.5 µM (by protocol); U2OS HRE-luciferase reporter, luminescence; normalized: DMSO 0%, desferrioxamine 100%; 0.32% of 300,000 active;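 active = mean activation of at least 10% of the iron chelator positive control signal, with at least half of replicates also reaching 10%; inconclusive = mean and replicate majority disagree about reaching 10%; inactive = mean and most replicates under 10%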
# Platelet DG rel: platelet dense granule release activity. 0.22% of 300,000 active. AID 1663. inhibition, %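 (compounds screened at 7.5 µM in platelet-rich plasma)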. human platelet-rich plasma, SFLLRN dense granule ATP release, luminescence;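 active = mean replicate score, as percent of positive control, at or above 50; inconclusive = mean below 50 but at least one replicate at or above 50; inactive = mean and every replicate below 50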
# HSF1 inh: HSF1 inhibition. NIH3T3-HGL HSE-luciferase, MG132-induced, luminescence 8 h; active compounds read low. activity change, negative = inhibition, % at 7.5 µM (by protocol). 0.77% of 300,000 active;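 active = more than half of replicate wells show activity change below -50%, luminescence cut by over half; inconclusive = some wells, but at most half, below -50%; inactive = no replicate well below -50%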;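 note: luciferase reports HSF-1 transcriptional activity via heat shock element; 0% = median of DMSO wells and -100% = zero luminescence signal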
# AI-2 QS mod: modulates the Vibrio harveyi AI-2 quorum sensing system. Vibrio harveyi JMH597 AI-2 luminescence/OD600 ratio, 9 h; active compounds read low; strain lacks LuxN and CqsS sensors; 0 = neutral-control median. activity change, % at 7.5 µM. 0.4% of 300,000 active; in the data active = activity change below about -75%, passing the limit was not always enough; inconclusive = no clear call, values can overlap the other calls;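 note: luminescence divided by OD600 gain over 9 h not by final OD600 alone; inactives centre near 13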
# aSyn 5UTR inh: 5' untranslated region of α-synuclein, MLPCN primary screen. AID 1813. alpha-synuclein 5'UTR reporter, inhibitor activity. 0.82% of 300,000 active. inhibition, % (tested at 7.5 µM); in the data active = inhibition above about 60%; inconclusive = no clear call, values can overlap the other calls;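 note: H4 neuroglioblastoma cells stably carrying SNCA 5'UTR luciferase fusion; 0% = DMSO wells and 100% = positive control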
# HSP90 refold inh: blocks HSP90-mediated luciferase refolding in reticulocyte lysate; AID 1789; inhibition, % at 5.6 µM; 0.91% of 290,000 active; Rabbit reticulocyte lysate, luciferase refolding luminescence, 3 h;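 active = inhibition above the screen-wide mean plus 3 SD, computed separately per campaign, cut at about 16% in these data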;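 note: 0% = DMSO wells and 100% = 60 µM geldanamycin wells; inhibitors lower the luminescence because luciferase stays unfolded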
# An asterisk follows results filed as active; ? = inconclusive; . = no result given.
smiles	SKKanGAS inh	KLF5 inh	IEC-6 cytotox	HSF1 activator	HIF activator	Platelet DG rel	HSF1 inh	AI-2 QS mod	aSyn 5UTR inh	HSP90 refold inh
Oc1c(Cl)cc(Cl)cc1C(C#Cc1ccccc1)N1CCOCC1 (centres undefined)	90*	2	8	-45	-0.1	-5	-30	15	10	-1
COc1cccc(C(=O)O/N=C(\N)c2ccccn2)c1OC	0	-137	-1	-31	-20	8	-31	14	-74	53*
COc1ccc(OCCN(C)Cc2c(O)ccc3ccccc23)cc1	0	-30	-5	130*	1.5	0	99	32	-3	6
CC(C)CCCN1C(Nc2ccccc2)=NC[C@@H]1Cc1ccccc1	-1	-8	-2	-10	0.6	-3	7	21	-18	-9
CN(C)S(=O)(=O)c1cccc(NC(=O)CC23CC4CC(CC(C4)C2)C3)c1	10	-18	0	1	-0.3	-14	0	5	1	2
CC(C)NC(=O)c1noc2cc([N+](=O)[O-])ccc12	-13	-2	-9	19	0.6	-7	5	13	-29	-2
CC(C)NC(=O)c1sc2nc(-c3cccs3)cc(-c3cccs3)c2c1N	-5	-6	-14	14	-0.3	-6	-1	6	17	-1
O=[N+]([O-])c1ccc(Cl)c(CN2CCSCC2)c1	-4	-19	0	2	0.3	-2	2	-1	3	-3
COCCN(CCOC)c1ncnc2c1cnn2-c1ccc(Cl)cc1	1	-50	9	-7	3.0	-10	-3	12	-139	14
CCn1c(O)c(/C=N/N=C2CCCC2)c2ccc(C3=NNC(=O)CC3)cc21	14	-24	10	-18	-0.2	12	-9	17	-2	0
CCOc1ccc(N(CC(=O)N2CCN(c3ccccc3OC)CC2)S(=O)(=O)c2ccc(F)cc2)cc1	13	-10	-3	0	-0.4	-3	0	20	3	-5
CC(C)(C)c1cc(NC(=O)CSc2nncs2)n(-c2ccccc2)n1	-3	6	2	4	-0.3	-5	-2	17	22	2
CCCS(=O)(=O)c1cscc1NC(=O)c1c(-c2c(F)cccc2Cl)noc1C	-4	-18	0	12	0.7	-1	-9	12	5	4
COc1cccc(/C=N/Nc2ncnc(N)c2[N+](=O)[O-])c1OC	3	-23	0	-1	0.7	32	2	6	27	27*
CC(=O)Nc1ccc(-c2nnc(SCc3c(C)cc(C)cc3C)n2C)cc1	11	-35	-2	-7	-0.1	3	-1	14	4	-3
COc1ccc(Cl)cc1NC(=O)Nc1ccc(C(=O)N2CCCC2)cc1	22	-33	7	5	0.6	9	11	10	-58	-4
CCOC(=O)CSc1nc2cc(C(=O)NCc3ccco3)ccc2c(=O)n1-c1ccc(F)cc1	1	.	.	3	0.1	3	-3	26	-5	.
Cc1ccc(S(=O)(=O)Nc2cccc3cccnc23)c([N+](=O)[O-])c1	?	-6	66*	220*	1.5	-8	161	45	71*	6
CC(C)c1ccccc1N=C1SCCCN1C(=O)c1cccc(N2C(=O)CCC2=O)c1	-8	.	.	-6	-0.5	-29	-2	17	-12	.
CCC(=O)N=c1ccn(C2=Nc3ccccc3NC2=C(C#N)C#N)cc1	0	-18	7	-40	0.2	-1	-22	14	24	4
Cc1ccc(NC(=O)NCCN2C(=O)C3C4C=CC(C4)C3C2=O)cc1 (centres undefined)	-2	-135	1	25	2.1	1	11	12	-81	0
COc1ccc(C(C)=O)cc1CSc1nc2ccccc2c(=O)n1-c1ccccc1	-3	-8	3	13	0.2	15	4	5	25	2
Cc1cc(Cl)ccc1OCCCC(=O)NC1CCN(C)CC1	-6	-18	-1	-20	0.1	9	2	17	14	-1
Cc1ccc(-n2c(=O)c(C#N)cc3c(=O)n4ccccc4nc32)cc1C	2	-22	-2	-53	0.2	15	-42	18	25	2
C=CCn1c(SCC(=O)N2CCOCC2)nc(O)cc1=O	2	-21	2	-13	-1.6	.	-3	21	7	-1
CCC(C)[C@H](NC(=O)N1CCC(Cc2ccccc2)CC1)C(=O)O (some centres undefined)	-9	-4	-3	4	-6.0	-2	0	12	2	-3
C#CCn1c(S(=O)(=O)Cc2ccc(OC)cc2)nc(-c2ccccc2)c1-c1ccccc1	8	28	-4	8	0.0	-5	-5	14	7	7
COc1ccc(S(=O)(=O)N2CCCC(C(=O)NCC3CCCO3)C2)cc1Cl (centres undefined)	-4	-13	3	-3	-0.3	6	-2	24	-17	2
CCOC(=O)COn1c(=O)c(-c2cccs2)[n+]([O-])c2ccccc21	0	-2	0	8	-1.1	-5	1	6	5	-1
CC1(C)Cc2c(sc3ncn(N)c(=N)c23)CO1	-5	-8	4	3	0.0	-3	-17	4	6	-2
CCOc1cccc2sc(N(CCCN(C)C)C(=O)Cc3ccccc3)nc12	-1	-3	-2	-4	-0.2	4	0	3	9	-3
CCOC(=O)c1c(C)c(C(=O)Nc2cc(F)ccc2F)c(C)n1C	-10	-20	0	43	2.1	9	9	9	-51	-6
CC(C)(C)C(=O)N(Cc1ccc(Cl)cc1)Cc1cccnc1	2	3	-10	9	0.0	-3	-7	16	-1	-3
CC(C)(C)NC(=O)C(Cc1ccccc1)NS(=O)(=O)c1cccc2nsnc12 (centres undefined)	-2	-29	2	30	-0.1	1	5	1	-16	2
COc1cc(C(=O)Nc2ccc(N3CCCS3(=O)=O)cc2)c([N+](=O)[O-])cc1OC	-2	.	.	5	-1.6	4	0	17	18	.
O=C(NNc1ccc([N+](=O)[O-])cc1)Nc1ccccc1	4	-10	5	?	-1.7	3	21	-36	-4	-2
NC(=O)CSc1ncnc2c1nnn2Cc1ccc(F)cc1	-5	2	20	20	-0.2	8	19	6	18	0
O=C(NCc1ccc(OC(F)(F)F)cc1)C1CC(c2ccccc2C(F)(F)F)=NO1 (centres undefined)	2	.	.	1	-0.6	0	10	11	8	.
Cc1ccc(Cn2c(Sc3nnc(C)s3)nc3c2c(=O)[nH]c(=O)n3C)cc1	-5	-18	0	-5	-0.1	17	-5	8	14	-1
COc1nc(Nc2ccc(-c3nc4ccccc4o3)cc2)nc(N2CCOCC2)n1	36	-26	1	4	-0.7	-17	5	-2	-23	-4
Cc1cccc(NS(=O)(=O)Cc2ccccc2)n1	11	-28	-4	-23	-0.1	-46	-12	15	-5	-4
COCc1ccc(C(=O)NC2CCCc3c2cnn3-c2ccc(C)c(C)c2)o1 (centres undefined)	39	-9	9	4	0.1	2	0	13	10	-1
O=C(/C=C/c1cccs1)Nc1scc(-c2ccccc2)c1C(=O)O	20	-82	3	?	-0.6	-5	-2	42	-50	5
O=C(NCc1ccc2c(c1)OCO2)C1CC(=O)N(C2CCCCCCC2)C1 (centres undefined)	4	-1	6	9	-0.3	-1	4	5	-8	0
CCCCCCC1CC(/C(C)=N\NC(N)=O)OC1=O (centres undefined)	-4	-8	0	1	0.2	-15	7	-1	6	0
CN1C(=S)SC(C)(C)C1/[N+]([O-])=C/c1cccnc1 (centres undefined)	-2	8	7	-33	0.1	7	-22	0	12	1
COc1cc(OC)cc(C(=O)NNC(=S)NCc2ccco2)c1	-5	-13	-8	31	-0.4	0	12	11	-18	-3
O=C(Nc1ccccc1O)c1ccc2c(c1)C(=O)N(N1C(=O)c3ccccc3C1=O)C2=O	1	-7	2	-6	-0.8	7	-4	14	21	3
C/C(=N\NC(N)=O)C1CC(CC(C)C)C(=O)O1 (centres undefined)	-14	-1	8	-5	-0.5	-3	1	12	-39	7
COc1ccc(CNC(=O)C(C)NCc2ccc(S(N)(=O)=O)cc2)cc1 (centres undefined)	-2	-19	-4	20	-0.8	-2	-4	16	-5	-3
CCC(=O)c1ccc(OCC(=O)OCC(=O)NCCC2=CCCCC2)cc1	0	.	.	10	-0.4	5	0	32	5	.
CCOCCCNC(=O)c1cn(CC)c2ccc(S(=O)(=O)N3CCC(C)CC3)cc2c1=O	-2	-7	9	10	0.1	-2	-6	3	15	-2
Cc1cc(NC(=O)CCC(=O)N(Cc2ccccc2)C(C(=O)NC2CCCC2)c2ccc(C)o2)no1 (centres undefined)	4	-6	0	10	1.9	-11	13	21	-9	8
CCC1CCCCN1CCCNC(=O)CNC(=O)Cn1ccc2ccccc2c1=O (centres undefined)	-8	-1	-5	-3	0.8	1	-9	-1	33	0
CC(NC(=O)C1CCN(S(=O)(=O)c2ccc3nc4c(c(C(=O)O)c3c2)CCCC4)CC1)c1ccccc1 (centres undefined)	9	-12	2	3	0.1	7	-4	21	-4	15
Cn1c(SCc2nc3cc(C(=O)O)ccc3c(=O)[nH]2)nnc1C(F)(F)F	0	-46	-9	5	0.3	5	3	20	35	2

# (next part)
smiles	SKKanGAS inh	KLF5 inh	IEC-6 cytotox	HSF1 activator	HIF activator	Platelet DG rel	HSF1 inh	AI-2 QS mod	aSyn 5UTR inh	HSP90 refold inh
COc1ccc(NC(=O)c2cnc(SC)n2-c2ccc(F)cc2)c(OC)c1	0	-1	1	5	0.2	3	8	56	-7	-3
Cc1sc(N/N=C/c2ccco2)nc1-c1ccccc1	-10	-62	8	7	0.8	4	2	-6	-21	4
CC(=O)Nc1ccc(NC(=O)CSc2ccc3nnc(-c4cccnc4)n3n2)cc1	11	-23	-2	4	1.2	1	-2	14	9	-1
COc1cc(C)nn1-c1ccc(Cl)cc1	-14	19	-3	11	-0.2	-20	-6	12	-19	-1
CC1(C)CC(=O)C(C2C3=C(CC(C)(C)CC3=O)Oc3ccccc32)=C(O)C1 (centres undefined)	-2	-5	-3	-6	-0.1	4	-5	11	-8	2
O=C1c2ccccc2C(=O)N1CSc1ncccn1	-2	-12	4	-3	-0.2	-1	-12	7	-7	4
COc1ccccc1CN1CC(C(=O)N(C)CCCn2nc(C)cc2C)CCC1=O (centres undefined)	-1	-23	8	-3	0.0	-7	-4	-4	0	3
O=C(CN1C(=O)C2(OCCO2)c2ccccc21)c1ccc(Cl)cc1	-1	11	3	17	0.1	-4	2	3	20	4
CCN1CCN(c2cc(C)c3cc(NC(=O)c4ccc(OC)c(OC)c4)ccc3n2)CC1	3	-4	5	8	4.7	6	3	34	-72	0
CC(=O)N(Cc1ccccc1)c1c(N)nc(N)[nH]c1=O	-11	.	.	-2	-0.2	2	-10	0	-3	.
COc1cccc(C2c3c(oc4ccc(Cl)cc4c3=O)C(=O)N2c2cc(C)on2)c1OC (centres undefined)	6	-11	0	-10	-0.3	3	-4	11	4	5
COc1ccc(N(Cc2ccccc2)C(=O)CSc2nnc(Cn3nnc4ccccc43)o2)cc1	4	-16	2	12	-0.2	0	21	20	5	2
O=C(OC1Cn2c(=O)ccc(=O)n2C1)c1ccccc1	1	-28	5	4	-0.5	1	4	28	15	-3
Cc1ccc(CN2C(=O)CCC2C(=O)N2CCN(c3ccc(F)cc3)CC2)cc1 (centres undefined)	19	-38	0	9	-0.9	-3	-3	15	24	2
COc1ccc(NC(=O)Cc2c[nH]c3ccccc23)cc1S(=O)(=O)N1CCCCC1	0	6	-7	-11	-1.0	4	4	12	-3	1
